Platelet DG rel = modulates dense granule release in human platelets; human platelet-rich plasma, SFLLRN dense granule ATP release, luminescence; AID 1663; inhibition, %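 (compounds screened at 7.5 µM in platelet-rich plasma)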; 300,000 tested, 0.22% active;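 active = mean replicate score, as percent of positive control, at or above 50; inconclusive = mean below 50 but at least one replicate at or above 50; inactive = mean and every replicate below 50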
IEC-6 tox = kills IEC-6 intestinal cells in KLF5 counter-screen | 290,000 tested, 0.78% active | IEC-6 cytotoxicity, luminescence viability | AID 1825 | inhibition, % at 5 µM; in the data active = inhibition above about 22%;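 also: 0% = plate median of test compound wells and 100% = cytotoxic reference compound wells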
HSP90 inh = blocks HSP90-mediated luciferase refolding in reticulocyte lysate; Rabbit reticulocyte lysate, luciferase refolding luminescence, 3 h; inhibition, % at 5.6 µM; 290,000 tested, 0.91% active; AID 1789;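 active = inhibition above the screen-wide mean plus 3 SD, computed separately per campaign, cut at about 16% in these data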;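 also: 0% = DMSO wells and 100% = 60 µM geldanamycin wells; inhibitors lower the luminescence because luciferase stays unfolded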
aSyn 5UTR inh = MLPCN primary screen, SNCA 5' untranslated region | inhibition, % (tested at 7.5 µM) | alpha-synuclein 5'UTR reporter, inhibitor activity | 300,000 tested, 0.82% active; in the data active = inhibition above about 60%; inconclusive = no clear call, values can overlap the other calls;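 also: H4 neuroglioblastoma cells stably carrying SNCA 5'UTR luciferase fusion; 0% = DMSO wells and 100% = positive control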
GSK3beta inhib = blocks human GSK3beta kinase activity; GST-GSK3beta kinase, ADP-Glo luminescence, 60 min; stronger effect = lower value; P49841; activity score (negative = inhibition), % at 10 µM; 300,000 tested, 0.038% active;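 active = more than half of replicate wells score below -50%, meaning over 50% inhibition versus plate controls; inconclusive = some replicates but at most half score below -50%; inactive = no replicate scores below -50%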;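 also: 0% = median DMSO wells and -100% = median GW8510 positive control wells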
Target sequence (P49841 whole entry, looked up): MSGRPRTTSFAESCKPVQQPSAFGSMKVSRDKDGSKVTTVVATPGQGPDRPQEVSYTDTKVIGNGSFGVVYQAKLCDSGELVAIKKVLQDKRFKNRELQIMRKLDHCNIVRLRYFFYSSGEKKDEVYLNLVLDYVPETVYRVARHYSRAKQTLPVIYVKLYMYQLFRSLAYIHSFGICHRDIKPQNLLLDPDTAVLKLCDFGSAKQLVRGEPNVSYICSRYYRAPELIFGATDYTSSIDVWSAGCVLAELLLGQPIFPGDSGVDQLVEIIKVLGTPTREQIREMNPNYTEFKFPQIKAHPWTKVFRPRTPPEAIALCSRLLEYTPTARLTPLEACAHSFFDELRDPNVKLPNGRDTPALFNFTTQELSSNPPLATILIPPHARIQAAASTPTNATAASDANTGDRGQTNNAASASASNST
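Test system – GST-tagged human GSK3beta kinase, cell-free · Incubation – 60 min enzyme reaction, room temperature · Signal – ADP-Glo luminescence · Also added – peptide substrate and ATP at 25 µM · Controls – DMSO neutral wells and GW8510 at 20 µM as positive · Buffer or medium – Tris/MgCl2 kinase buffer · Measure – Luminescence-derived activity versus plate DMSO and GW8510 wells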
HSF-1 act = increases HSF-1 driven luciferase reporter signal | NIH3T3-HGL HSF-1 luciferase reporter, MG132, 8 h; 100% = twice DMSO control signal | activation, % at 9 µM | 300,000 tested, 1.7% active;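 active = mean replicate activation of at least 50% with a set share of replicates each reaching 50%; inconclusive = only one of those two conditions met; inactive = mean below 50% and too few replicates reaching it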;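 also: 0% = median of the neutral control wells and 100% = twice that signal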
DYRK1A inh = blocks rat Dyrk1A kinase activity; ADP-Glo luminescence, NFATc1 peptide; inhibition, % at 12.5 µM; 310,000 tested, 0.43% active; AID 504441; in the data active = inhibition above about 50%;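 also: plate controls were vehicle with enzyme for no effect and no enzyme for full effect; many of its hits are not listed in these tables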
HSF1 inhib = HSF1 inhibition. NIH3T3-HGL HSE-luciferase, MG132-induced, luminescence 8 h; stronger effect = lower value. activity change, negative = inhibition, % at 7.5 µM (by protocol). 300,000 tested, 0.77% active;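 active = more than half of replicate wells show activity change below -50%, luminescence cut by over half; inconclusive = some wells, but at most half, below -50%; inactive = no replicate well below -50%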;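 also: luciferase reports HSF-1 transcriptional activity via heat shock element; 0% = median of DMSO wells and -100% = zero luminescence signal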
GSK3 alpha inh = blocks human GSK-3 alpha kinase. inhibition, % at 10 µM. ADP-Glo luminescence, 60 min. P49840. 320,000 tested, 0.1% active. AID 2650;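 in the data active = inhibition above about 50%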;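 also: GST-tagged GSK-3 alpha with peptide substrate and 25 µM ATP; 0% = DMSO neutral wells and 100% = GW8510 positive control wells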
Target sequence (P49840 whole entry, looked up): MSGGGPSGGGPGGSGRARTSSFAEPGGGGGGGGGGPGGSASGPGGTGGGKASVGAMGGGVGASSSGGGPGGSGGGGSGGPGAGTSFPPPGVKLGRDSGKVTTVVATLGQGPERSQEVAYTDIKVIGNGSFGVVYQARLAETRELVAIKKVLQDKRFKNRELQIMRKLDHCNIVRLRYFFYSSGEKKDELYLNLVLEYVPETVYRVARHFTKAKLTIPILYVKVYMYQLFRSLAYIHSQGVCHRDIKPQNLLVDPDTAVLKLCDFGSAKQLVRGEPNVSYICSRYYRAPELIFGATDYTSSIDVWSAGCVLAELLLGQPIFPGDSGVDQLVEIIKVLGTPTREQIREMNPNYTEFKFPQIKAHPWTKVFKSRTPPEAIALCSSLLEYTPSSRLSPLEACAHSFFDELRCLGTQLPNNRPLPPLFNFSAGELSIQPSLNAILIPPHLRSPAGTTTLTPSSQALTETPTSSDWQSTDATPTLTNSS
KLF5 inh = kruppel-like factor 5 inhibition; DLD-1 KLF5 promoter-luciferase reporter, luminescence; inhibition, % at 5 µM; 290,000 tested, 0.23% active; AID 1700;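 active = inhibition above a per-plate limit of that plate's mean compound inhibition plus 3 SD, cut at about 60% in these data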;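 also: 0% = DMSO wells and 100% = LY294002 at 200 µM; higher means less KLF5 promoter-driven luciferase light; inactives centre near -14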
Starred values were filed as active, the others as inactive; u = inconclusive; x = not tested or not shown. A portion of the library; rates above refer to the full screens.

SMILES | Platelet DG rel | IEC-6 tox | HSP90 inh | aSyn 5UTR inh | GSK3beta inhib | HSF-1 act | DYRK1A inh | HSF1 inhib | GSK3 alpha inh | KLF5 inh
CCS(=O)(=O)N1CCC(C(=O)NCCc2ccccc2)CC1 | -4 | -3 | -2 | -8 | 1 | 0 | -2 | 4 | 2 | 6
Cc1cccc(CC2CC(=O)N(c3ccccc3)C2=O)c1 (stereo not drawn) | 0 | 2 | -2 | -5 | 0 | -18 | 27 | -1 | 1 | -18
COc1cc(CN(C)CC2CCCN(CCc3ccc(F)cc3)C2)c(Cl)cc1O (stereo not drawn) | 0 | 2 | -4 | -2 | -1 | -5 | x | -4 | 0 | -45
CCc1ccc(N(CC(=O)NC(C)(C)C)C(=O)CCC(=O)Nc2ccccn2)cc1 | 3 | -2 | -2 | -7 | 3 | -4 | 0 | -4 | -1 | -32
O=C(Cn1c(=O)oc2ccccc21)Nc1ccc2c(c1)OCCO2 | 1 | 6 | 1 | -5 | 0 | 0 | -7 | -5 | -1 | -15
COc1cccc(-c2ccc(SCC(=O)c3ccccc3)nn2)c1 | 20 | 4 | -2 | -29 | 1 | 1 | x | 2 | -4 | -14
Cc1ccc(NC(=O)CN2c3cccc4cccc(c34)S2(=O)=O)cc1S(=O)(=O)N1CCOCC1 | 1 | -2 | -3 | 32 | -1 | 8 | 3 | -2 | -2 | -16
CC/C(=N\NC(=O)CNC(=O)/C=C/c1ccco1)c1ccccc1 | x | 0 | 3 | x | x | x | -3 | x | 8 | -13
CN(c1cnn(-c2ccccc2)c(=O)c1Cl)n1cccc1 | 2 | -1 | 6 | -83 | 4 | 9 | 0 | 1 | -2 | -35
CCOC(=O)c1cnc(SCc2ccc(C)cc2)nc1N | -2 | -4 | -1 | -179 | -1 | u | -5 | 32 | 0 | -69
CC1C(=O)N2CCCc3cc(NC(=O)C(=O)NCCc4ccccc4)cc1c32 (stereo not drawn) | 9 | x | x | 11 | -1 | 0 | 3 | -6 | -4 | x
Nn1c(Cc2ccccc2F)nnc1SCC(=O)Nc1cccc(S(=O)(=O)NC2=NCCCCC2)c1 | 4 | 4 | -1 | 12 | 3 | 7 | -5 | 1 | 0 | 1
O=C(CN1CCC(NC(=O)c2cccc(F)c2)CC1)Nc1ccc(Br)cc1 | 7 | 12 | -3 | 68* | -1 | -10 | 21 | -3 | -2 | -9
O=C(O)CCC(=O)N1N=C(c2ccc(Br)cc2)CC1c1cccc(Br)c1 (stereo not drawn) | 4 | 5 | -3 | -10 | 0 | 6 | -2 | 11 | 4 | -27
OC1(c2cccc(C(F)(F)F)c2)CCNCC1 | 2 | 4 | 1 | -2 | -2 | 10 | -1 | 3 | -2 | 5
Cc1ccc(Cn2nnnc2CN2CCC(O)(c3ccccc3F)CC2)cc1 | -3 | 1 | 5 | -11 | 4 | 5 | -3 | -3 | -7 | -9
COc1cc(/C=N/NC(=O)c2cc[n+]([O-])cc2)ccc1O | 0 | 4 | 4 | -1 | -3 | -5 | 19 | -3 | 1 | 3
COc1ccc(CN(C(=O)c2snc(C(N)=O)c2N)C(CC(C)C)C(=O)NC2CCCCC2)cc1 (stereo not drawn) | 13 | -1 | -1 | -3 | 1 | 12 | -5 | -5 | -2 | -19
O=C(CNc1ccc(F)cc1)c1ccccc1 | 33 | -5 | -3 | -47 | -1 | x | -3 | x | 0 | -18
COC(=O)Cn1c(=O)n(CCc2ccccc2)c(=O)c2c3c(sc21)CCCC3 | 8 | 3 | 3 | -9 | -2 | -8 | 1 | 4 | x | -15

2 of the compounds above, in CSV form:
smiles,Platelet DG rel,IEC-6 tox,HSP90 inh,aSyn 5UTR inh,GSK3beta inhib,HSF-1 act,DYRK1A inh,HSF1 inhib,GSK3 alpha inh,KLF5 inh
CC1C(=O)N2CCCc3cc(NC(=O)C(=O)NCCc4ccccc4)cc1c32 (stereo not drawn),9,x,x,11,-1,0,3,-6,-4,x
Nn1c(Cc2ccccc2F)nnc1SCC(=O)Nc1cccc(S(=O)(=O)NC2=NCCCCC2)c1,4,4,-1,12,3,7,-5,1,0,1

Later entries:
SMILES | Platelet DG rel | IEC-6 tox | HSP90 inh | aSyn 5UTR inh | GSK3beta inhib | HSF-1 act | DYRK1A inh | HSF1 inhib | GSK3 alpha inh | KLF5 inh
CCOC(=O)c1c(-c2ccccc2)csc1NC(=O)CSc1nncs1 | 6 | 7 | 0 | 56 | -12 | 33 | 7 | 5 | -1 | -34
O=C(c1ccccc1NS(=O)(=O)c1ccc(Br)s1)N1CCCC1 | -1 | -2 | 0 | 14 | -1 | 6 | -6 | -4 | -2 | 1
CN(C)C(=O)c1c2c(nc3ccccc13)CCCC2 | 0 | -7 | -1 | -10 | 1 | 20 | x | 1 | -3 | -26
CSCCC(NS(=O)(=O)c1ccc2c(c1)oc(=O)n2C)C(=O)NCc1ccc(C)cc1 (stereo not drawn) | 0 | -10 | 0 | 5 | 2 | 11 | 0 | 3 | -5 | -18
CC(C)(C)c1ccc(C(=O)N2CCCC2)s1 | -4 | 4 | 4 | -64 | 8 | 40 | 4 | 18 | -1 | -19
Cc1ccc(N/N=C(\C#N)C(=N)N2CCCCC2)cc1 | 1 | 4 | 3 | -91 | 4 | 42 | 0 | 26 | -3 | -128
N/C(=N\OC(=O)c1ccc(Cl)cc1[N+](=O)[O-])c1cccnc1 | 12 | 6 | -3 | -104 | 4 | 45 | -1 | 19 | -31 | 2
FC(F)(F)c1ccccc1NC(=S)NN1CCOCC1 | -1 | 5 | 4 | 14 | 3 | -11 | -7 | -6 | -6 | -1
CCCCN1C2CCCC1CC(NC(=O)C1CCCCC1)C2 (stereo not drawn) | -4 | 5 | -3 | 14 | -3 | -10 | 1 | -1 | -4 | -35
CCOC(=O)C(=O)Nc1ncc(Cl)s1 | 2 | -5 | -1 | 14 | -2 | 0 | 2 | 1 | -2 | -11
O=C(CCn1c(SCC(=O)c2ccccc2)nc2ccccc2c1=O)NCc1ccc(F)cc1 | 9 | 5 | 0 | -11 | -1 | 6 | -3 | -6 | -1 | -10
O=[N+]([O-])c1cccc(/C=N/NS(=O)(=O)c2ccccc2)c1 | 1 | 0 | -1 | -14 | 3 | 6 | 1 | 5 | 0 | -4
CC(=O)NC1CC2CCCC(C1)N2S(=O)(=O)c1cccc(F)c1 (stereo not drawn) | 2 | -4 | 2 | -2 | -3 | 10 | 5 | 1 | 1 | 8
Cc1ccc(C(c2nnnn2CS(=O)(=O)c2ccc(C)cc2)N2CCC(C)CC2)cc1 (stereo not drawn) | -3 | 0 | 4 | 8 | 3 | -10 | 3 | 1 | 4 | -26
CC(=O)N1CCC(=O)Nc2ccc([N+](=O)[O-])cc21 | 1 | -5 | 4 | 31 | 8 | -15 | 0 | -8 | -1 | -27
CN(C)CC(O)CN(c1ccccc1)c1ccccc1 (stereo not drawn) | -1 | -3 | 1 | -10 | -2 | -7 | x | -9 | -1 | -9
O=C(Nc1ccc(-c2nc3ccccc3o2)cc1)c1cc(-n2cnnc2)ccc1Cl | 0 | 3 | 2 | -47 | 0 | 30 | 7 | 20 | 3 | -42
COc1ccc(N2CC(NC(=O)c3ccc4ccccc4c3)CC2=O)cc1OC (stereo not drawn) | 7 | x | x | 15 | 1 | -5 | -6 | -8 | -3 | x
Cc1ccc(C)c(N2CCN(S(=O)(=O)c3c(C)[nH]c(C)c3C(=O)N3CCCCC3)CC2)c1 | 0 | -4 | 1 | 20 | 1 | -3 | 0 | 3 | -1 | -18
CC(C)CCNC(=O)C1CCN(S(=O)(=O)c2ccc3c(c2)CC(C)N3C(=O)C2CCC2)CC1 (stereo not drawn) | -2 | -3 | -6 | 33 | 1 | 4 | -3 | -2 | 0 | -14
COc1ccc(OC(=O)CCc2c[nH]c3ccccc23)cc1 | -6 | -11 | 11 | -2 | 0 | -11 | 0 | -3 | -1 | -15
CCn1c(SC)nnc1C1CCCN(CC(=O)Nc2ccccc2N2CCOCC2)C1 (stereo not drawn) | -6 | -2 | -3 | 5 | 2 | 67* | 2 | 15 | 2 | 1
Cn1c(CSc2ncccn2)nnc1SCC(=O)N1CCCC1 | -2 | 2 | 2 | 1 | 2 | -3 | 2 | -2 | -2 | -16
Cc1ccc(S(=O)(=O)N2CC(C)N(C(=O)N3CCOCC3)C2C)cc1 (stereo not drawn) | 1 | 3 | 2 | 10 | 3 | -8 | -7 | -3 | 0 | -6
O=C(COC(=O)Cc1c(Cl)cccc1Cl)Nc1ccc(OC(F)(F)F)cc1 | 7 | 0 | -4 | 4 | -1 | -86 | -3 | -84* | -4 | 8
O=C(CCc1ccccc1)Nc1ccc2c(c1)C(=O)OC2 | -2 | 5 | 4 | -14 | 3 | -1 | -8 | -8 | -2 | -60
NS(=O)(=O)c1ccc(NC(=O)COC(=O)c2cnc(Cl)c(Cl)c2)cc1 | 1 | -1 | 4 | -9 | 4 | 9 | -2 | -5 | 0 | 1
Cc1cc(C)cc(OCC(=O)Nc2ccc3c(c2)OCO3)c1 | -11 | 5 | 1 | 5 | -1 | 0 | -1 | -1 | 1 | 19
COc1ccc(N(CC(=O)NCc2ccccc2OC)S(=O)(=O)c2ccc(C)cc2)cc1Cl | 10 | 3 | 4 | 11 | -1 | 4 | -4 | -1 | 2 | -20
CCSc1nc2c(c(=O)n1Cc1ccccc1)SC(C)C2 (stereo not drawn) | 5 | 4 | 8 | 22 | 2 | -2 | 0 | -4 | -1 | 20
COc1cc(OC)cc(C(=O)Nc2cccc(N3CCCC3)c2)c1 | -3 | 5 | 1 | 11 | 1 | -3 | -5 | 0 | 0 | -8
Cc1ccc(-c2csc(N(Cc3ccco3)C(=O)c3cccs3)n2)cc1 | x | -5 | -4 | x | x | x | 3 | x | -1 | -9
O=C(NC1CCCCC1)C(c1ccccn1)N(C(=O)c1csnn1)c1ccccc1 (stereo not drawn) | -16 | -2 | -3 | -13 | 1 | 2 | 0 | -3 | -5 | -26
O=C(c1ccc2c(c1)OCO2)N(c1ccc(F)cc1)C1C=CS(=O)(=O)C1 (stereo not drawn) | -2 | -1 | 1 | -3 | -2 | 4 | 14 | -3 | 0 | -7
Cc1occc1-c1nc(-c2ccncc2)no1 | -1 | -2 | -1 | -77 | -2 | -1 | -6 | 13 | -2 | -1
CCOC(=O)C1(CC2CCCCO2)CCN(S(=O)(=O)c2cccc(F)c2)CC1 (stereo not drawn) | 0 | 0 | -1 | 3 | 0 | -5 | -3 | -6 | -2 | -4
COc1cccc(-c2[nH]nc3c2C(c2ccc(C)o2)C(C#N)=C(N)O3)c1 (stereo not drawn) | 5 | -1 | 12 | 4 | -12 | 18 | x | 16 | 31 | -9
CCCCOC(=O)Nc1nc2ccc(OC)cc2s1 | 0 | -9 | -4 | -103 | -1 | 33 | 8 | 11 | -2 | -39
CC1CCCCN1S(=O)(=O)c1cccc2cccnc12 (stereo not drawn) | 2 | 12 | 2 | -1 | -1 | 5 | -11 | -5 | -3 | -23
C/C(=N\NC(=O)c1cccc(S(=O)(=O)N2CCOCC2)c1)c1ccc(OC(F)F)cc1 | -6 | x | x | 0 | 1 | -10 | -4 | -7 | x | x
